# PostGolgi yeast: growth inhibition of a yeast mutant, post-Golgi transport screen | 98,000 tested, 0.9% active | inhibition, % at 10 µM | post-Golgi transport phenotypic cell assay;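 note: yeast cells grown in 1536-well plates; yeast grown about 18 h at 30C before absorbance read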
# LYP inh 2: LYP (human) phosphatase inhibition; Q9Y2R2; recombinant LYP catalytic domain, DiFMUP fluorescence; inhibition, % at 2 µM; 96,000 tested, 0.21% active; AID 640;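 active = inhibition at 2 µM at or above a set limit, the screen mean plus 3 SD, cut at about 24% in these data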;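 note: 0% = DMSO with enzyme and 100% = enzyme fully blocked by orthovanadate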
# S1P2 agonist: S1P2 (human) receptor agonism. O95136. S1P2-expressing cell line, agonist reporter read-out. activation, % at 4.5 µM. 97,000 tested, 0.46% active; in the data active = activation above about 16%;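 note: 0% = vehicle low control and 100% = maximal reference agonist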
# Target sequence (O95136 whole entry, looked up): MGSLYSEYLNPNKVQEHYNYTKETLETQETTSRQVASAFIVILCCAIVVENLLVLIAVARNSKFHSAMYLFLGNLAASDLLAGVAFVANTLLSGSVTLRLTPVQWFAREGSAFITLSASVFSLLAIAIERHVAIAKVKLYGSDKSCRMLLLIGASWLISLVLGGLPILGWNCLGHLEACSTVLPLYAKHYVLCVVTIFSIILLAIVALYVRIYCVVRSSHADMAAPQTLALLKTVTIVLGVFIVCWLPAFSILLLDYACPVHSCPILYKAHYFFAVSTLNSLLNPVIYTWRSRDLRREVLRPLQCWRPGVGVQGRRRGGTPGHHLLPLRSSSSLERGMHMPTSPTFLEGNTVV
# LYP act: activators of human LYP (PTPN22) phosphatase; Q9Y2R2; recombinant LYP, DiFMUP fluorescence; 0 = plate median, 100 = signal doubled; activation, % at 2 µM; 96,000 tested, 0.11% active; AID 697;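 active = activation at 2 µM above a set limit, the mean plus 5 SD, cut at about 37% in these data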
# FAK blocker: blocks human focal adhesion kinase activity. biochemical FAK kinase activity assay. Q05397. 97,000 tested, 0.84% active. inhibition, %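 (tested at 7 µM)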; in the data active = inhibition above about 19%;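 note: 0% = DMSO and 100% = reference compound high control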
# EphB4 ephrin blk: EphB4-ephrin-B2 interaction antagonism; EphB4 LBD / TNYL-RAW-Alexa532 peptide, fluorescence polarization; 97,000 tested, 0.15% active; P54760; inhibition, % at 7 µM;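 active = inhibition above the screen-wide mean inhibition plus 3 SD, cut at about 15% in these data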;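 note: 0% = DMSO wells and 100% = excess unlabeled TNYL-RAW peptide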
# HIV Rev-RRE inh: inhibitors of HIV-1 Rev-RRE RNA interaction. Rev peptide-RRE RNA binding, FRET. inhibition, % at 8 µM. AID 704. P05866. 97,000 tested, 0.79% active;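 active = inhibition above the screen-wide mean plus 3 SD, cut at about 35% in these data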;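 note: 0% = median DMSO wells and 100% = median Neomycin B control wells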
# Target sequence (P05866 whole entry, looked up): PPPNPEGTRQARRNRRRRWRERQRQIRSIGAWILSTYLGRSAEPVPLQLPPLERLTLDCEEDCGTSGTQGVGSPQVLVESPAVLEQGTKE
#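 System: Cy5-labelled duplex RRE RNA binding fluorescein-labelled HIV Rev peptide; Signal: fluorescein-to-Cy5 FRET, 480 nm excitation; Also added: labelled Rev peptide; Compound: one concentration, 8 µM nominal; Buffer or medium: HEPES pH 7.5 salt buffer with EDTA; Read-out: % inhibition of FRET ratio versus controls; Schedule: 5 min preincubation and 15 min binding, 25 °C.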
# PostGolgi ctrl: inhibits growth of the yeast control strain. efflux-deficient yeast background strain, growth absorbance A615, 16 h. inhibition, % at 10 µM. 98,000 tested, 5% active
# S1P2 antag: antagonists of human S1P2 receptor; inhibition, % at 5 µM; O95136; cell-based S1P2 antagonist assay, inhibition at 5 uM; 97,000 tested, 0.21% active; in the data active = inhibition above about 45%;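 note: CRE beta-lactamase reporter cells expressing human S1P2 stimulated with S1P; 0% = agonist at EC80 alone and 100% = agonist plus reference antagonist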
# The depositor's hits bear a star; . = no result given. Cut-off read from the data, not from the text of the source, unless noted: active = inhibition above about 30%; inactive = the rest.
SMILES,PostGolgi yeast,LYP inh 2,S1P2 agonist,LYP act,FAK blocker,EphB4 ephrin blk,HIV Rev-RRE inh,PostGolgi ctrl,S1P2 antag
CSc1nnc(-c2sc3cc(C(F)(F)F)cnc3c2-c2cccnc2)n1C,1,5,-7,-2,1,11,11,-4,-3
Cc1nc(NNC(=O)c2ccccc2)cc(-c2ccccc2)n1,2,4,-5,-3,-1,8,11,2,1
COc1ccc(OC)c(N(CC(=O)Nc2ccc3c(c2)OCO3)S(=O)(=O)c2ccccc2)c1,4,4,-2,-7,-1,5,10,10,-10
O=C(CSc1nc(-c2ccc(F)cc2)cs1)N1CCc2ccccc21,-1,3,-5,1,0,-2,4,-6,-5
Cc1cc(-n2ccnc2)n2c(nc3ccccc32)c1C#N,4,3,-3,-3,0,-6,21,-6,-4
O=C(CSc1nnc(CNC(=O)c2cccs2)o1)NC1CCCCC1,-4,4,0,-3,-3,-1,4,-2,-5
C=C(C)Cn1c(CCCNC(=O)C(C)(C)C)nc2ccccc21,2,2,-8,1,-3,6,3,4,17
COc1ccc(CN(C(=O)CSc2nnc(-c3ccccc3C)o2)c2ccc(F)cc2)cc1,.,-5,-4,6,1,-4,3,.,-11
CCOC(=O)/C(C(N)=NCCO)=C(/O)c1ccccc1,0,4,-1,-2,2,-5,6,14,-31
CCc1nnc2n1N=C(c1ccc(OC)cc1)CS2,.,6,-2,-6,0,2,2,.,-14
CCOc1cc(N2CCOCC2)c(OCC)cc1NC(=O)COc1ncnc2ccc(Br)cc12,-8,4,-6,-1,-1,0,-3,-3,-1
Cc1ccc(S(=O)(=O)Nc2cc(Cl)c(O)cc2C)cc1,1,8,-10,-11,3,8,3,20,-3
Cc1ccc(-c2nnn(CC(=O)NCCC3=CCCCC3)n2)cc1,.,-6,-6,4,0,6,4,.,3
CCOC(=O)c1cc(OC(=O)c2cccs2)n(-c2ccccc2)n1,-6,-8,0,5,2,1,2,-2,2
CC(C)CC(=O)Nc1cccc(-c2csc(-c3ccccc3)n2)c1,-8,-4,-1,11,3,-7,19,7,4
O=C(CCn1nnc2ccccc21)Nc1nnc(Cc2ccccc2)s1,-5,8,-6,-10,10,5,10,4,6
CC(C)NS(=O)(=O)c1ccc(OCC(=O)NCc2cccnc2)cc1,1,-1,0,0,-1,7,1,3,9
CCn1c(SCC(=O)NCCOC)nc2sc(C)c(C)c2c1=O,22,2,0,-4,2,8,8,0,-5
O=C(Cc1ccccc1)Nc1ccc(CN2CCOCC2)cc1,2,-7,-3,9,-1,-6,1,-3,-18
O=S(=O)(Cc1ccccc1)N1CCCC1,-6,-8,-7,5,-1,-11,1,6,-16
CC(=O)c1cc2c(cc1NC(=O)Nc1cccc(Cl)c1)OCCO2,-5,-8,-5,6,3,4,-8,9,7
CCCCNc1ccc(C(=O)Nc2cccc(C)n2)cc1[N+](=O)[O-],-7,4,-7,2,-6,-7,2,7,-18
CNS(=O)(=O)c1cccc(C(=O)OCC(=O)c2cc(C)n(-c3ccc4c(c3)OCO4)c2C)c1,3,4,-7,-4,0,4,4,7,4
CCC(=O)Nc1cccc(Oc2nc(C)cc(C)c2C#N)c1,-2,5,-2,-7,0,4,2,3,4
CCOC(=O)c1cnn(-c2sc(C(=O)OCC)c(C)c2C(=O)OCC)c1N,.,-17,-9,21,-10,-7,-4,.,-13
O=C(NCc1ccco1)C1CCCCN1S(=O)(=O)c1ccc(F)cc1 (stereo not drawn),-7,1,-5,-3,-3,-14,4,5,-20
CCn1ncc(Br)c1C(=O)Nc1sc2c(c1C(N)=O)CCC2,6,9,3,-10,-3,-6,12,-4,-49
Cc1ccc2nc(C)cc(OCC(=O)O)c2c1,44*,-2,-7,0,-8,-2,2,3,16
O=C1N/C(=N\N=C\c2ccc3ncccc3c2)SC1Cc1ccc(SC(F)F)cc1 (stereo not drawn),4,-4,-6,6,1,7,6,9,8
CC1CCN(S(=O)(=O)c2cccc(C(=O)NCc3ccco3)c2)CC1,.,1,-1,-4,1,3,3,.,-12
O=S(=O)(NCC1CCCO1)c1ccc(Br)s1 (stereo not drawn),6,8,-1,-7,-1,-4,6,2,-13
O=S(=O)(c1ccc(Cl)cc1)N1CCN(C2CCCCCC2)CC1,4,2,0,-2,0,-3,2,6,9
COc1ccc(NC(=O)C2CC(=O)N(c3cc(C)ccc3C)C2)cc1 (stereo not drawn),1,3,-2,-7,-2,3,-2,0,-6
Cc1cccc(NC(=O)CN2NS(=O)(=O)c3ccccc3C2=O)c1,7,-11,0,9,0,-6,1,-3,4
CC(C)Oc1ccccc1-c1nc(SCC(=O)O)n[nH]1,-6,2,-4,-2,-1,1,9,7,-20
CCOC(=O)CNC(=O)c1ccc2c(c1)OCCO2,-6,-1,-3,-1,0,6,5,2,11
O=C(OCC(=O)N1CCCC1)c1ccco1,-3,-3,-1,-1,1,-3,4,1,6
O=C(Nc1ccc2c(c1)OCO2)c1ccc(Br)c(S(=O)(=O)N2CCCC2)c1,9,-15,0,10,1,4,8,16,-3
Cc1ccc2nc(NC(=O)C3CCN(S(=O)(=O)c4cccnc4)CC3)sc2c1,-1,0,-7,-1,7,8,7,13,-35
CC(C)(C)NS(=O)(=O)c1cccc2nsnc12,.,-4,-3,2,5,1,10,.,29
O=C(Nc1ccccc1N1CCN(c2ccccc2)CC1)c1cccc(F)c1,-3,12,-6,-11,-4,7,10,15,0
O=C(N1CCCC1)C12CC3CC(CC(C3)C1)C2,.,8,-2,-8,-1,-3,0,.,-27
O=C(Nc1cccc(F)c1)NC1CCCCC1,-6,-7,-1,4,5,-9,1,21,-3
CC(=O)Nc1cc(C(=O)N2CCCC2)ccc1S(=O)(=O)c1ccc(C)cc1,4,4,-5,-4,-4,-8,2,11,0
CCn1c(C)cc(=S)c2ccccc21,-10,-10,-1,7,4,-1,0,-5,2

# Twelve entries from above, sorted by count of non-hydrogen atoms, ascending.
SMILES,PostGolgi yeast,LYP inh 2,S1P2 agonist,LYP act,FAK blocker,EphB4 ephrin blk,HIV Rev-RRE inh,PostGolgi ctrl,S1P2 antag
CCn1c(C)cc(=S)c2ccccc21,-10,-10,-1,7,4,-1,0,-5,2
O=C(OCC(=O)N1CCCC1)c1ccco1,-3,-3,-1,-1,1,-3,4,1,6
O=C(N1CCCC1)C12CC3CC(CC(C3)C1)C2,.,8,-2,-8,-1,-3,0,.,-27
CCOC(=O)CNC(=O)c1ccc2c(c1)OCCO2,-6,-1,-3,-1,0,6,5,2,11
CC(C)Oc1ccccc1-c1nc(SCC(=O)O)n[nH]1,-6,2,-4,-2,-1,1,9,7,-20
CCn1ncc(Br)c1C(=O)Nc1sc2c(c1C(N)=O)CCC2,6,9,3,-10,-3,-6,12,-4,-49
O=S(=O)(c1ccc(Cl)cc1)N1CCN(C2CCCCCC2)CC1,4,2,0,-2,0,-3,2,6,9
Cc1cccc(NC(=O)CN2NS(=O)(=O)c3ccccc3C2=O)c1,7,-11,0,9,0,-6,1,-3,4
O=C(NCc1ccco1)C1CCCCN1S(=O)(=O)c1ccc(F)cc1 (stereo not drawn),-7,1,-5,-3,-3,-14,4,5,-20
O=C(Nc1ccc2c(c1)OCO2)c1ccc(Br)c(S(=O)(=O)N2CCCC2)c1,9,-15,0,10,1,4,8,16,-3
O=C(Nc1ccccc1N1CCN(c2ccccc2)CC1)c1cccc(F)c1,-3,12,-6,-11,-4,7,10,15,0
O=C1N/C(=N\N=C\c2ccc3ncccc3c2)SC1Cc1ccc(SC(F)F)cc1 (stereo not drawn),4,-4,-6,6,1,7,6,9,8

# Other compounds
SMILES,PostGolgi yeast,LYP inh 2,S1P2 agonist,LYP act,FAK blocker,EphB4 ephrin blk,HIV Rev-RRE inh,PostGolgi ctrl,S1P2 antag
COc1ccc2c(c1)c(C(=O)CN1CCC(C(N)=O)CC1)c(C)n2C,2,1,-6,2,-8,0,-3,13,4
CC(NCC(O)COCc1cccs1)C1CC2CCC1C2 (stereo not drawn),7,-2,-1,-2,-2,7,4,5,12
COc1ccc(NC(=O)CS(=O)CC(=O)Nc2cc(Cl)ccc2OC)cc1 (stereo not drawn),6,8,-4,-4,6,-4,5,5,18
CC(C)(C)NC(=O)CSc1nc(O)cc(=O)n1-c1ccccc1F,1,5,-7,-8,-1,-4,53*,-8,6
CC(Sc1nnc2ccccn12)C(=O)N1CCc2ccccc2C1 (stereo not drawn),-11,6,-3,-5,-2,-2,4,20,6
Cn1nc(C(F)(F)F)c(C(=O)Nc2ccc(F)cc2F)c1Sc1cccc(Cl)c1,-7,-2,-4,5,1,4,22,7,9
COc1cccc(C2=NN(C(=O)c3ccccc3)C(O)(C(F)(F)F)C2)c1 (stereo not drawn),6,-13,1,11,3,8,20,26,-30
CCC(C)NC(=O)c1cc(Cl)ccc1OC (stereo not drawn),-1,-4,-5,7,-1,-6,6,5,-11
CCOCCCNC(=O)c1c(-c2ccccc2)noc1C,0,6,0,-9,5,9,7,3,14
CCN(CC)S(=O)(=O)c1ccc(-c2nnc(SCC(C)=O)o2)cc1,25,15,-6,-14,1,2,1,18,-14
CC(=O)OCCNC(=O)c1cccnc1,10,-8,-6,8,0,0,7,19,-4
CCc1c(C)nc(SCCOc2ccc(OC(C)C)cc2)[nH]c1=O,6,8,-7,-9,1,4,6,26,-9
CCOC(=O)C(C)n1ncn2cccc2c1=O (stereo not drawn),-10,-6,-9,4,-3,-1,4,-8,1
Cc1ccsc1-c1nc(CSCC(=O)NCc2ccc3c(c2)OCO3)c(C)o1,-2,-2,-6,1,8,4,9,13,25
CC(Cc1cccs1)NC(=O)Nc1ccc(F)cc1 (stereo not drawn),0,-6,-5,2,1,0,9,2,4
CCC(=O)c1cn(CC(=O)OC)c2ccccc12,5,2,0,-1,1,6,11,-5,-24
Cc1ccc(C(c2nnnn2C2CCCC2)N2CCN3CCCC3C2)cc1 (stereo not drawn),7,2,-8,0,-2,7,2,16,7
CC(=O)c1cnc(Nc2nc(C)c3ccc(C)cc3n2)nc1C,-6,-13,-2,11,-3,2,3,0,-15
Cc1cccc(Oc2nc(-c3ccccc3)cc(C)c2S(C)(=O)=O)c1C,-5,7,-3,-6,2,-2,5,24,-2
Cc1ccc2cc(CN(CC3CCCO3)S(=O)(=O)c3cccc4nsnc34)c(=O)[nH]c2c1 (stereo not drawn),-3,-2,-3,0,0,1,8,0,15
